APJ ag: agonists of human apelin receptor APJ, primary screen, CHO-K1 cells, PathHunter beta-arrestin, luminescence. P35414. 0% DMSO wells, 100% apelin. activation, % at 20 µM. 330,000 tested, 0.11% active;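 active = activation more than six SD over the plate average, tested at 20 µM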;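 note: 0% = DMSO alone and 100% = apelin-13 at 10 nM; some results filed as inactive read as strong as hits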
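Test system: CHO-K1 APJ beta-arrestin complementation cell line | Compound: Single test compound dose, 20 µM final, 1% DMSO | Incubation: Compound 90 min 25 °C, reagent 1 h | Measured by: beta-gal luminescence | Read-out basis: APJ–arrestin association signal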
TIM10 inh: growth inhibitors of isogenic TIM10 control yeast, primary screen, counter-screen for tim10-1 yeast inhibitor project, luminescence, uHTS. S. cerevisiae TIM10 strain growth, BacTiter-Glo luminescence, 24 h. inhibition, % at 10 µM. 330,000 tested, 1.4% active. AID 463195, 2010;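 active = inhibition of 40% or more at the single tested concentration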;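 note: wild-type TIM10 isogenic control strain grown at permissive 25 °C; 0% = DMSO yeast wells and 100% = minimal medium wells without yeast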
NLRP3 yeast inh: NALP3 inflammasome inhibitors in reconstituted yeast, primary screen, luminescence, uHTS; inhibition, % at 10 µM; AID 2825, 2010; 330,000 tested, 0.39% active; Yeast reconstituted NLRP3/ASC/caspase-1, beta-gal luminescence, 24 h;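 active = inhibition of 50% or more; inactive = inhibition below 50%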;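 note: plate controls were induced DMSO wells for no effect and uninduced yeast grown without galactose for full effect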
NR3A LBD binder: binders of NR3A ligand-binding domain, primary screen, biophysical, differential scanning fluorimetry, uHTS; Glutamate receptor ionotropic, NMDA 3A (GRIN3A) ligand-binding domain; NR3A LBD differential scanning fluorimetry, Tm shift; 0% = protein alone, 100% = glycine-bound protein; Tm shift relative to glycine control, % at 25 µM; 340,000 tested, 2.5% active; AID 1259313, 2017;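 active = melting temperature shift of at least 10% of the positive control shift, at one fixed dose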
tim23-1 inh: growth inhibitors of tim23-1 mutant yeast, primary screen, luminescence, uHTS | AID 463212, 2010 | inhibition, % at 20 µM | S. cerevisiae tim23-1 growth, BacTiter-Glo luminescence, 24 h | 330,000 tested, 1.3% active;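 active = growth inhibition of the mutant yeast at or above 50%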;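 note: temperature-sensitive mutant grown at 25 °C; plate controls were DMSO-treated mutant yeast for no effect and medium wells lacking yeast for full effect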
Mdm2-MdmX inh: inhibitors of human Mdm2-MdmX association, primary screen, cell-based, luminescence, split luciferase, SaOS-2, uHTS; AID 485346, 2010; SaOS-2 split-luciferase Mdm2/MdmX complementation; 330,000 tested, 3% active; inhibition, % at 8 µM; Protein Mdm4 (Homo sapiens) + E3 ubiquitin-protein ligase Mdm2 (Homo sapiens), …;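 active = inhibition of at least 50% at 8 µM in the primary screen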
Target sequence (O15151 whole entry, looked up): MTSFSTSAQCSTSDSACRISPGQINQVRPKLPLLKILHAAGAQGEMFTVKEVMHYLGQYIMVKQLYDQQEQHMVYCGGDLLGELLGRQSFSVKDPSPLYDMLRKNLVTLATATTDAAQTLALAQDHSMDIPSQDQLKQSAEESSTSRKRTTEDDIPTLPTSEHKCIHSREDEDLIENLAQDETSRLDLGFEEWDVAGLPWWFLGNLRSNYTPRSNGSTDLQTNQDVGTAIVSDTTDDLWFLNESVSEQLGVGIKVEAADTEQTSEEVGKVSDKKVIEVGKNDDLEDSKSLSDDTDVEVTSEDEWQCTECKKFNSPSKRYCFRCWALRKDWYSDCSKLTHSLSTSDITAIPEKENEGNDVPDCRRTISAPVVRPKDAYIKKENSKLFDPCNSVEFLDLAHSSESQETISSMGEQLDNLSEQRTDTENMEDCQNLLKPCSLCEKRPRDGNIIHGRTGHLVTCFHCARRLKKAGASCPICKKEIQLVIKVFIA
Target sequence (Q00987 whole entry, looked up): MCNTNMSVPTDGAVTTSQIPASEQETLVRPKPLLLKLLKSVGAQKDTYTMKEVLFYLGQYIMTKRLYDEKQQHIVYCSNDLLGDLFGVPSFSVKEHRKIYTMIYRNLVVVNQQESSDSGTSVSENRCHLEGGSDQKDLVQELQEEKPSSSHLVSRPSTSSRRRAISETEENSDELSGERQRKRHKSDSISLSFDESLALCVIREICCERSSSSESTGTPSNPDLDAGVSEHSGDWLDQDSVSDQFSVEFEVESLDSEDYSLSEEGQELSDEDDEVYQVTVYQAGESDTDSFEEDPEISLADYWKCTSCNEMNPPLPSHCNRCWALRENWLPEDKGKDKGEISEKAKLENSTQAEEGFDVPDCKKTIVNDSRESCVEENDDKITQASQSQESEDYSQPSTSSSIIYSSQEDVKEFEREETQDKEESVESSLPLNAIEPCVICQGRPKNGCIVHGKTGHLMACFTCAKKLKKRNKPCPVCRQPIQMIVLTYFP
XBP1 UPR activ: activators of adaptive XBP1 UPR arm, primary screen, cell-based, CHO-XBP1 luciferase reporter, luminescence, uHTS; IRE1-XBP1 UPR activation; percent of tunicamycin response, DMSO as zero; activation, % at 20 µM; 330,000 tested, 0.33% active;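 active = versus positive control, 20 µM dose yields 30% or more activation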;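 note: 100% = tunicamycin at 10 µg/mL and 0% = DMSO only wells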
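Assay system: IRE1-XBP1 luciferase reporter CHO line. Input: 1000 cells/well. Buffer or medium: F12 with 10% serum. Doses: 20 µM, 1% DMSO. Times: overnight seeding at 37 °C, 6 h compound treatment at 37 °C. Technique: Steady-Glo luciferase glow luminescence, 10 min after reagent addition.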
tim10-1 inh: growth inhibitors of tim10-1 mutant yeast, primary screen, luminescence, uHTS; 330,000 tested, 2.2% active; AID 463190, 2010; S. cerevisiae tim10-1 ts strain growth, BacTiter-Glo, 24 h; inhibition, % at 20 µM;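 active = inhibition of at least 40%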;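 note: mutant grown at 25 °C; 0% = DMSO wells with yeast and 100% = wells holding no yeast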
UPR CHOP act: activators of apoptotic CHOP UPR arm, primary screen, cell-based, CHO-CHOP luciferase reporter, luminescence, uHTS; UPR activation; percent of tunicamycin response over DMSO baseline; activation, % at 10 µM; 330,000 tested, 0.34% active;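 active = at 10 µM dose, activation of 40% or more, normalized to positive control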;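 note: 100% = tunicamycin at 10 µg/mL and 0% = DMSO alone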
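assay system = CHO CHOP reporter cells | amount = 500 CHO-CHOP cells per well | buffer or medium = F12 with 10% FBS | incubation = 16-18 h cell attachment, then 6 h compound exposure, 37 °C | detection = luminescence read with Steady-Glo | read-out = percent activation relative to tunicamycin control | controls = tunicamycin high control, DMSO low control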
* marks the source's active call; other numbers are inactive results; . = no result given.

SMILES	APJ ag	TIM10 inh	NLRP3 yeast inh	NR3A LBD binder	tim23-1 inh	Mdm2-MdmX inh	XBP1 UPR activ	tim10-1 inh	UPR CHOP act
CCC(=O)Nc1nnc(S(=O)(=O)N(C)Cc2ccco2)s1	2	9	11	-2	8	13	-1	23	-0.3
Fc1ccc(-c2ccc(CNCc3ccccn3)o2)cc1	-5	-3	22	1	8	-18	-1	10	5.3
COc1ccc(Br)cc1CNC(=O)Nc1cccs1	-1	51*	8	-5	13	1	0	29	-1.3
CCOc1ccc(NC(=S)NCc2cccnc2)cc1	2	-12	4	1	1	12	-5	-7	0.3
CCn1nc(C(C)C)cc1C(=O)N1CCCC(CO)(Cc2ccc(F)cc2F)C1 (stereo unspecified)	-5	17	-7	1	26	-4	-2	15	-0.9
COc1ccc(S(=O)(=O)NC(CC(=O)NCCc2ccc(OC)c(OC)c2)C(C)C)cc1 (stereo unspecified)	-1	-4	4	0	-3	17	0	9	0.6
CC(C)C(=O)Nc1cccc(C(=O)OCC(=O)c2ccc(Cl)cc2Cl)c1	-5	21	10	-4	7	1	1	19	4.7
COc1ccc(NC(=O)C(NC(=O)OC(C)(C)C)C(C)OCc2ccccc2)cc1 (stereo unspecified)	-3	10	0	0	-3	-13	-1	9	0.5
CC(C)OCCCNC(=O)c1c(N)n(/N=C/c2cccs2)c2nc3ccccc3nc12	-3	3	-2	0	11	15	0	9	5.0
CCN(CC(=O)NCc1ccc(Cl)cc1)C(=O)/C=C/c1ccccc1	-4	11	16	-2	16	19	-3	-6	0.4
CCOc1ccc(CCNC(=O)C2CCCN2C(=O)OCc2ccccc2)cc1OCC (stereo unspecified)	0	18	9	-1	20	-25	1	20	1.7
N#Cc1cnn(-c2ncnc3sc4c(c23)CCCC4)c1N	-4	14	10	0	21	16	2	39	-1.6
CC(C)Cn1c(=O)n(C)c(=O)c2[nH]cnc21	-1	2	3	0	3	-12	-6	9	1.5
CCOC(=O)/C(C#N)=C/c1cn(CCC(=O)O)nc1-c1cccc(Br)c1	-2	14	19	-2	5	16	3	7	0.6
Cc1cccc(-n2ncc3c(Nc4ccc(F)cc4)ncnc32)c1	5	-5	15	24*	0	-9	8	-14	5.0
O=C(CCC(=O)c1cccs1)OCc1ccc([N+](=O)[O-])cc1	-2	2	7	1	21	-15	-1	12	-1.3
CN(CC(=O)Nc1ccc(F)cc1)C(=O)CCc1ccccc1	-1	10	-1	-1	6	-24	-3	-5	-1.6
O=C(c1ccc(-c2nnc(Nc3ccccc3)c3ccccc23)cc1)N1C[C@H]2C[C@H](C1)c1cccc(=O)n1C2	-1	-1	12	-2	5	13	-3	-1	-2.1
Cc1nnc(SCc2ccc(F)cc2)s1	1	3	8	1	11	-49	2	12	2.7
O=C(O)c1ccc(Br)c(S(=O)(=O)N2CCCC2)c1	-3	6	-1	1	12	-10	4	-1	-0.4
Cc1ccc(-c2nn(-c3cc(Cl)ccc3[N+](=O)[O-])c(=O)c3ccccc23)cc1	-2	9	18	-4	31	9	0	24	-1.2
N#C/C(=C\c1ccc(O)c(Br)c1)C(=O)N1CCCCC1	-3	2	12	2	23	21	-2	15	1.6
CC(=O)c1ccccc1OCCOc1ncnc2sccc12	-2	-8	14	-1	9	-35	2	12	1.8
CC(=O)c1sc2nsc(SCCN3CCCCC3)c2c1N	-1	12	23	-1	14	-9	0	-10	2.3
COc1ccccc1CNC(=O)CCCn1nc(C)c2c(C)n(-c3ccc(C)cc3)nc2c1=O	-6	3	-5	-2	33	7	3	28	-0.1
Next part
SMILES	APJ ag	TIM10 inh	NLRP3 yeast inh	NR3A LBD binder	tim23-1 inh	Mdm2-MdmX inh	XBP1 UPR activ	tim10-1 inh	UPR CHOP act
COc1ccc(C(N)=O)cc1N	-3	12	-5	0	-5	11	1	12	-0.5
COc1ccc(C)cc1NC(=O)C(OC(=O)c1cc(C)oc1C)c1ccccc1 (stereo unspecified)	2	14	0	0	17	21	1	12	-0.5
Cc1cc(C)c2nc(SCC#N)cc(C)c2c1	-1	13	18	6	25	11	-4	26	2.0
O=C(Nc1ccccc1)c1cccc(NC(=O)c2ccco2)c1	1	34	8	6	46	10	3	11	-0.8
CCCCn1c(N)c(N(CC(C)C)C(=O)CSC(C)C(=O)Nc2cc(C)on2)c(=O)[nH]c1=O (stereo unspecified)	-7	1	20	4	-10	19	-5	-12	-0.2
CC(=O)c1c(C)[nH]c(C(=O)COc2cc(C)ccc2C(C)C)c1C	3	-14	24	-4	-2	34	-4	12	3.7
Cc1c(Cl)cccc1NC(=S)NC(=O)CCN1C(=O)c2ccccc2C1=O	-2	3	9	-1	-1	30	3	5	4.0
O=c1c2cnn(-c3ccccc3Cl)c2ncn1Cc1cccnc1	4	2	12	-2	-2	4	-2	-9	0.6
Cc1ccc(S(=O)(=O)/N=C(\c2ccccc2)N(C)S(=O)(=O)c2ccc(C)cc2)cc1	-2	6	3	0	32	18	4	27	-1.4
CCOC(=O)c1c(NC(=S)Nc2ccccc2)sc2c1CC(C)(C)SC2	-6	20	4	13*	36	-22	0	39	0.6
Cc1ccccc1OCCNc1cc(N2CCNCC2)ccc1[N+](=O)[O-]	3	0	30	.	14	42	9	-6	2.7
O=C1Nc2c(Br)cc(Br)c3cccc1c23	-2	8	17	0	1	34	3	13	-0.5
Cc1ccc(C(=O)NC2CCc3ccccc3C2=O)cc1 (stereo unspecified)	-1	5	12	0	24	-61	-2	22	0.2
COc1ccccc1NC(=O)CSc1nnc2ccccn12	-4	-7	-2	0	-10	10	-2	-8	-1.2
Cc1cc(C)n(-c2ccc(C(=O)N3CCC(CO)(Cc4ccccc4)CC3)cc2)n1	-4	16	17	-2	11	25	-2	3	0.3
CC[n+]1c(/C=C(\C)SC)sc2ccccc21	-6	6	3	0	6	36	1	2	-1.9
Cn1c(Cn2c(=O)sc3ccccc32)nnc1SCC(=O)Nc1ccc(F)cc1	-5	8	16	-3	8	-18	-1	12	-3.1
CN1CCN(C(=O)C2CCN(S(=O)(=O)c3ccc(F)cc3)CC2)CC1	1	0	20	0	-14	-3	0	2	1.5
O=C(COc1ccc2ccccc2c1)Nc1ccncc1	-2	28	10	2	-131	-19	1	-14	-0.8
Cc1cccc(NC(=O)CC2S/C(=N/c3nccs3)N(C)C2=O)c1 (stereo unspecified)	-2	3	6	2	-1	-1	0	12	6.1
CC(C(=O)Nc1ccc(Cl)cc1)c1ncc(C(F)(F)F)cc1Cl (stereo unspecified)	-1	13	21	-2	17	7	-1	14	-0.5
COCC(=O)N1CCC(Oc2ccc(C(=O)N(C)Cc3nccs3)cc2)CC1	-3	3	10	0	11	1	-3	-2	3.0
Cc1ccc(C)c(Cn2c(=O)n(CCC(=O)NCc3ccco3)c(=O)c3sccc32)c1	-4	-12	4	0	-11	12	-2	16	-0.7
O=C(C[C@H]1C/C=C\C[C@@H](Cc2ccc(F)cc2)C(=O)O[C@H](c2ccccc2)CNC1=O)N[C@@H](CO)Cc1ccccc1	-2	-6	20	-2	0	-2	-1	-5	0.6
CCCOC(=O)N[C@@H]1C(=O)N2C(C(=O)OCCC)=C(C)CS[C@H]12	0	8	12	2	13	-19	3	-5	0.1

Quoted from the results shown for reference:
SMILES	APJ ag	TIM10 inh	NLRP3 yeast inh	NR3A LBD binder	tim23-1 inh	Mdm2-MdmX inh	XBP1 UPR activ	tim10-1 inh	UPR CHOP act
COCC(=O)N1CCC(Oc2ccc(C(=O)N(C)Cc3nccs3)cc2)CC1	-3	3	10	0	11	1	-3	-2	3.0
Cc1ccc(C)c(Cn2c(=O)n(CCC(=O)NCc3ccco3)c(=O)c3sccc32)c1	-4	-12	4	0	-11	12	-2	16	-0.7
O=C(C[C@H]1C/C=C\C[C@@H](Cc2ccc(F)cc2)C(=O)O[C@H](c2ccccc2)CNC1=O)N[C@@H](CO)Cc1ccccc1	-2	-6	20	-2	0	-2	-1	-5	0.6
CCCOC(=O)N[C@@H]1C(=O)N2C(C(=O)OCCC)=C(C)CS[C@H]12	0	8	12	2	13	-19	3	-5	0.1

(continued)
SMILES	APJ ag	TIM10 inh	NLRP3 yeast inh	NR3A LBD binder	tim23-1 inh	Mdm2-MdmX inh	XBP1 UPR activ	tim10-1 inh	UPR CHOP act
CCN(CC)CCCC(C)NC(=O)c1ccc(C(F)(F)F)cc1 (stereo unspecified)	-4	4	-22	-1	1	20	-5	-10	-0.4
O=C(c1ccc(Cn2cc(Cl)cn2)o1)N1CCN(Cc2ccc3c(c2)OCO3)CC1	-1	2	15	-1	17	12	-3	20	-1.8
Cc1cccc(Nc2ccc([N+](=O)[O-])cc2C(=O)O)c1	3	-1	23	-25	15	-1	0	-14	3.3
COc1cccc(C(=O)N2CCN(Cc3cc(Br)ccc3OC)CC2)c1	0	19	18	-1	23	-1	0	34	1.7
CC(C)c1ccc(NC2CCCN(C(=O)c3cnsn3)C2)cc1 (stereo unspecified)	-6	11	21	-1	26	0	0	25	3.2
COC(=O)c1ccsc1NC(=O)CN1CCN(Cc2ccc3c(c2)OCO3)CC1	-3	18	33	-3	22	5	2	1	-2.0
CCC(CC)C(=O)c1c[nH]c(C(=O)NCc2ccco2)c1	-1	2	-2	1	18	-3	0	13	2.1
O=C(N/N=C/c1cccnc1)c1cccc(NC(=O)c2ccccc2Cl)c1	0	0	14	-1	1	17	-4	-24	2.8
Cc1ccc(C)c(NC(=O)CSc2nnc(-c3ccco3)o2)c1	-1	-1	-13	2	2	25	-3	-5	1.6
CN1CCc2c(sc3c2C(=O)NC(/C=C/c2ccco2)N3)C1 (stereo unspecified)	-3	-7	4	-3	11	9	-6	14	-0.4
COc1ccc(C(=O)OCC(=O)Nc2ccc(F)c(F)c2F)cc1OC	0	9	10	0	8	-11	2	8	-1.5
O/N=C(\Cc1cscn1)c1ccc(O)cc1O	-5	-2	3	1	4	14	2	-1	-1.3
O=c1[nH]c(CSc2nnc(-c3ccccc3)n2-c2ccccc2)nc2ccccc12	-4	-2	15	-2	11	-36	0	13	-1.5
Cn1cc(Br)c(-c2cccc(NC(=O)CCC(=O)O)c2)n1	-3	17	19	1	21	14	-1	9	-0.8
CN(C)c1nc(N)nc(CSc2nnnn2C)n1	0	3	6	-3	2	-5	0	0	1.0
COCCNC(=O)CN(C(=O)Cn1nnc2ccccc21)c1ccc(C)cc1	-1	-4	12	-1	9	-10	0	-4	0.8
COc1ccc(S(=O)(=O)N2CCC3(CC2)OCCN3S(=O)(=O)c2ccc(OC)cc2)cc1	-1	12	1	0	7	10	-1	-6	3.3
COc1cc(OC)cc(C(=O)NC(C(=O)NCc2ccccn2)C(C)C)c1 (stereo unspecified)	-7	10	18	0	0	30	-1	-12	0.3
Cc1ccc(C)c(N2CCN(C(=O)CCn3c(=S)[nH]c4cc5c(cc4c3=O)OCO5)CC2)c1	-3	13	4	1	18	19	2	28	1.2

Screening data (PubChem BioAssay)
